TexasRed fluor: alters Texas Red total fluorescence, flagging assay interference; TRb/SRC2 Texas Red total fluorescence interference; 0.29% of 280,000 active; AID 1479; Potency, µM (top dose mostly 106 µM), without a hit: at the top dose fluorescence change, negative = quenching; active = well fitted curve in either direction with a large enough effect; inconclusive = small, poorly fitted or top-dose-only effect; also: potency is read from the fitted curve at half-maximal effect; % is scaled to controls: 0 for no effect and ±100 for the full control effect
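Human TRb ligand-binding domain at 0.6 uM with 20 nM Texas Red SRC2 peptide in Tris buffer containing 1 uM T3 and 5% DMSO, incubated with compound 5 h at ambient temperature. Total fluorescence (555/632 nm) calculated as parallel + 2 × perpendicular.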
NPSR antag: neuropeptide S receptor (human) antagonism, cAMP | AID 1461 | Q6W5P4 | 1% of 220,000 active | CHO-NPSR cells, cAMP TR-FRET, antagonist mode | Potency, µM (series often up to 38.3 µM), for inactives: top-dose activity change, negative = inhibition, usual class: inhibitors; also: potency is read from the fitted curve at half-maximal effect; % is scaled to controls: 0 for no effect and ±100 for the full control effect; nearly all actives have a fitted effect of over 50% in size; many of its hits are not listed in these tables
GLA spleen mod: inhibits or activates alpha-galactosidase in human spleen homogenate; Potency, µM (doses to about 80 µM), for the others: top-dose activity change, negative = inhibition, usual class: inhibitors; human spleen homogenate, 4MU-alpha-Gal fluorescence, 40 min; 0.008% of 240,000 active; P06280;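 also: potency is read from the fitted curve at half-maximal effect; 0% = enzyme with vehicle and -100% = no enzyme basal signal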
Target sequence (P06280 32-429 limits assumed): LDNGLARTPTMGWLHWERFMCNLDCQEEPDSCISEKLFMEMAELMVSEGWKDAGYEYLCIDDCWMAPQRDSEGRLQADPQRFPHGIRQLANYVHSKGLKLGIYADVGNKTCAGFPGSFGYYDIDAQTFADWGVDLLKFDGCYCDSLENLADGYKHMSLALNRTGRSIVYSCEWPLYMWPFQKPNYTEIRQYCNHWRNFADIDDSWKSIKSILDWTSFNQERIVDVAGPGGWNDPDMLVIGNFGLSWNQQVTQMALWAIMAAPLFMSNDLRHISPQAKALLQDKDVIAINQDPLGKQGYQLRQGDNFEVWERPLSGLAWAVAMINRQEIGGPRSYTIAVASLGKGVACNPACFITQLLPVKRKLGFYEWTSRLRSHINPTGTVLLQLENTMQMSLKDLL
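Human spleen homogenate (1 ug) was the enzyme source, with 4-methylumbelliferyl-alpha-D-galactopyranoside (1 mM final) in pH 5.0 citrate buffer with 0.01% Tween-20. Compounds were titrated; after 40 min at 37C, NaOH/glycine stop, 4-MU fluorescence read; AC50 from Hill fits.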
Tau fibril FP: inhibitors of human tau fibril formation; 0.39% of 280,000 active; AID 1468; K18 P301L tau heparin fibrillization, Alexa594 FP, 6 h; Potency, µM (doses to about 57.7 µM), for inactives: at the top dose activity, negative = inhibition, hits mostly inhibitors; P10636; also: potency is read from the fitted curve at half-maximal effect; % is scaled to controls: 0 for no effect and ±100 for the full control effect; nearly all actives have a fitted effect of over 55% in size
Target sequence (P10636 561-689 P618L limits assumed): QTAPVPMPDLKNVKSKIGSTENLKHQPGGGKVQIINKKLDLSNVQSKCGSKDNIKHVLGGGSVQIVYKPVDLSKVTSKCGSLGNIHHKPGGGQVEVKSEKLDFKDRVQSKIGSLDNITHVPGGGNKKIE
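Human tau K18 […] P301L fragment, 15 uM unlabeled plus 0.24 uM Alexa 594-labeled tau (final), with compound and 20 uM heparin in 100 mM sodium acetate pH 7; 6 hr at 37 C, then Alexa 594 FP read.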
CBFb RUNX1 block: inhibitors of human CBF-beta and RUNX1 interaction. 230,000 tested, under 10 active. Potency, µM (series often up to 59.8 µM), for inactives: at the highest dose activity, negative = inhibition, actives largely listed as inhibitors. Q01196+Q13951. AlphaScreen CBFb-His/RUNX1-biotin binding, biochemical. AID 1477; also: % of control where 0% means no effect
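CBFb-His/RUNX1-biotin, 30 nM each, preincubated 20 min RT; compound 15 min RT; Ni + streptavidin beads 50 ng each, 90 min RT; AlphaScreen read.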
TRb-SRC2 inh: disrupts binding of human TR beta to SRC2 | AID 1469 | Potency, µM (series often up to 106 µM), inactives show at the highest dose activity change, negative = inhibition, most hits filed as inhibitors | P10828 | 0.065% of 280,000 active | TRbeta-SRC2 peptide binding, fluorescence polarization; receptor liganded with 1 µM T3;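 also: potency is read from the fitted curve at half-maximal effect; plate controls were bound peptide for no effect and peptide without receptor for full effect; nearly all actives have a fitted effect of over 50% in size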
Target sequence (P10828 whole entry, looked up): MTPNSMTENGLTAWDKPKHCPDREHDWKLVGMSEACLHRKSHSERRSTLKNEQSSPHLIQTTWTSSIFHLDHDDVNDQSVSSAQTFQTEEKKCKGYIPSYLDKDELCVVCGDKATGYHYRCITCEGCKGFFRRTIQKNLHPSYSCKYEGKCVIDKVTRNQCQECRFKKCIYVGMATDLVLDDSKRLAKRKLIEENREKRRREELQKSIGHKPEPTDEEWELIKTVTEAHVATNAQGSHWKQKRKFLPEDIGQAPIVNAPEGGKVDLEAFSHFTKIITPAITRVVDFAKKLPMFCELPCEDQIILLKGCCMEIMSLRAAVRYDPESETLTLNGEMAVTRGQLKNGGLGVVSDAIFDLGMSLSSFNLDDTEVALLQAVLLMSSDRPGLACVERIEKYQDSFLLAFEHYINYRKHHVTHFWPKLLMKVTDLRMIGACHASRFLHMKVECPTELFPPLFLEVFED
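Human TRb ligand-binding domain (0.6 uM) is mixed with 20 nM Texas Red SRC2 peptide and 1 uM T3; after compound addition and 5 hr at ambient temperature, polarization is measured and normalized to unbound and bound controls.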
Epigenetic derep: derepresses silenced GFP reporter in murine cells | murine LDR cells, GFP reporter derepression, 30 h | Potency, µM (series often up to 53.9 µM), without a hit: at the top dose GFP activation, actives largely listed as activators | 0.2% of 280,000 active | AID 1865; also: potency is read from the fitted curve at half-maximal effect; % of control where 0% means no effect; nearly all actives have a fitted effect of over 60% in size
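Murine LDR cells bearing a silenced CMV-driven GFP reporter were exposed to compound for 30 h at 37 C. After PBS washes, GFP-positive cells (20-120 um objects) counted by laser-scanning microplate cytometry.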
Tau fluor counter: counter-screen for tau fibril formation inhibitors; tau K18 P301L Alexa594 fluorescence, heparin fibrillization; Potency, µM (top dose mostly 57.7 µM), inactives show at the top dose activity change, negative = decrease; 0.93% of 280,000 active; AID 1463; also: potency is read from the fitted curve at half-maximal effect; % is scaled to controls: 0 for no effect and ±100 for the full control effect; nearly all actives have a fitted effect of over 55% in size
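Human tau K18 P301L (15 uM unlabeled, 0.24 uM Alexa 594-labeled) in 100 mM sodium acetate pH 7 with 20 uM heparin, 6 hr at 37 C. ThT 30 uM added, 1 hr ambient; Alexa 594 FP and total fluorescence read at 555/632 nm.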
Starred values were filed as active, the others as inactive; ? = inconclusive; . = no result given; [ ] = remark or other dose. Unless noted, calls follow the shape of the dose curve; as a rule, active = well fitted curve in the direction sought with a large enough effect; inconclusive = small, poorly fitted or top-dose-only effect, or another doubt; inactive = no such curve, though single readings can be large; an effect the other way counts as inactive or inconclusive. Some of the compounds tested. The share of hits here may be higher or lower than overall.

SMILES | TexasRed fluor | NPSR antag | GLA spleen mod | Tau fibril FP | CBFb RUNX1 block | TRb-SRC2 inh | Epigenetic derep | Tau fluor counter
C=CCNC(=O)/C(=C\c1ccc2c(c1)OCO2)NC(=O)c1ccc(Br)cc1 | 1.0% | -4.2%[46.1 µM] | -1.0% | 9.8% | 1.1% | 8.7% | -1.6% | 1.5%
O=Cc1cccn1Cc1ccccc1[N+](=O)[O-] | -0.7% | 8.0% | 3.7% | -10.9% | -3.7% | 0.7% | 1.1% | -1.6%
COCCNC(=O)CSc1nc2cc3c(cc2c(=O)n1Cc1ccco1)OCO3 | 0.3% | -1.7%[46.1 µM] | -2.9% | -3.7% | 4.0% | 2.0% | -0.9% | -10.5%
COC(=O)c1sc(NC(=O)CSc2n[nH]c(N)n2)c(C(=O)OC)c1C | -2.6% | -22.0% | 8.4% | -4.4% | -10.3% | 2.2% | 12.3% | -10.6%
Cc1cc(NC(=O)CCSc2nc(-c3ccco3)cc(C(F)(F)F)n2)no1 | -0.8% | -11.6%[46.1 µM] | -16.1% | -4.2% | -3.0% | -6.6% | -1.9% | -10.7%
N#Cc1nc(-c2cccs2)oc1NCC1CCCO1 (stereo not given) | -0.1% | -9.8%[46.1 µM] | ? | -8.3% | 2.0% | -13.9% | -3.2% | -7.4%
CCOc1ccc(Oc2nc(Nc3ccc(C)cc3)nc(N(C)C)n2)nn1 | 2.2% | -22.2%[46.1 µM] | -0.1% | 6.0% | 5.0% | -25.2% | 0.0% | -1.8%
O=C(NCC1CCCO1)C1CCN(S(=O)(=O)N2CCCC2)CC1 (stereo not given) | 2.6% | 1.2%[46.1 µM] | 5.1% | 6.3% | 4.0% | -15.4% | 0.9% | 4.6%
COc1ccc(S(=O)(=O)NCC2CCCN(C(=O)c3cccs3)C2)cc1 (stereo not given) | 0.5% | 1.5% | 2.3% | 0.9% | 0.6% | -12.5% | -2.0% | -16.2%
Cc1ccc(NC(=O)N(Cc2ccc3c(c2)OCO3)Cc2cc3cc4c(cc3[nH]c2=O)OCCO4)cc1 | -5.3% | -27.0%[46.1 µM] | -2.2% | ? | -0.7% | 1.8% | -0.7% | -20.7%
CN(C)c1ccc(C(=O)Nc2nnc(C3=COCCO3)o2)cc1 | -1.5% | 12.3% | -8.3% | -5.1% | -25.2% | 8.6% | -5.2% | -4.5%
O=C1c2ccccc2C(O)N1Cc1ccccc1Cl (stereo not given) | -2.1% | 6.5% | -9.0% | 4.9% | -1.9% | -1.8% | -1.0% | -8.1%
O=C(NCN1CCN(c2ccccn2)CC1)c1cnccn1 | -1.6% | 10.7%[46.1 µM] | 1.4% | -3.4% | 1.0% | 1.2% | 1.0% | 5.0%
O=C(COc1ccccc1)Nc1ccc(C(=O)OCc2cc(=O)n3nc(C4CC4)sc3n2)cc1 | -0.1% | . | . | 5.5% | . | 0.6% | -2.6% | 16.0%
CCc1ccc(NC(=O)N(CCCN2CCOCC2)C(C)c2cc3cccc(OC)c3o2)cc1 (stereo not given) | 0.0% | ? | 5.2% | 3.1% | -1.2% | -3.8% | 0.9% | -9.1%
CC(=O)Nc1ccc(NC(=O)C2CCCN(C(=O)c3ccc(Cl)cc3)C2)cc1 (stereo not given) | -0.9% | -10.0% | -1.9% | 8.1% | 13.4% | -0.2% | 4.5% | 2.1%
Cc1nc2sc(C(c3ccccc3)N3CCN(CCO)CC3)c(O)n2n1 (stereo not given) | -3.3% | 6.9% | -5.1% | -0.4% | 6.4% | -2.7% | 0.0% | 4.0%
CN(C)CCCN1C(=O)C(=O)/C(=C(/O)c2ccncc2)C1c1ccccc1 (stereo not given) | 5.3% | -20.2%[46.1 µM] | -2.4% | -4.9% | 0.9% | -0.1% | 5.7% | 12.6%
COc1ccc(CCn2nnnc2C(c2ccc(C)cc2)N2CCN(C)CC2)cc1OC (stereo not given) | 3.4% | 5.2%[46.1 µM] | -2.3% | -3.7% | 5.1% | 0.1% | -0.1% | -2.0%
Cc1ccccc1NC(=S)N(C)CCc1ccccn1 | -1.4% | -9.6%[46.1 µM] | -5.2% | -2.3% | 1.8% | -6.5% | 1.1% | -1.2%
CC(C)(C)Sc1nc(O)cc(=O)[nH]1 | -2.1% | -12.0%[46.1 µM] | -3.3% | -5.5% | 2.9% | 1.0% | 4.1% | -7.3%
CCOc1ccc(CNC(=O)C2CCN(c3nc4ccccc4nc3C(F)(F)F)CC2)cc1OC | -2.8% | . | . | -6.0% | . | 1.8% | 0.8% | -3.7%
Cc1ccc(S(=O)(=O)Nc2ccnc3ccccc23)cc1 | 0.1% | -1.4%[46.1 µM] | 0.3% | -7.7% | -2.8% | 5.5% | 1.1% | -10.2%
CC(C)CNC(=O)CSc1nnc(CN2CCCCCC2=O)n1-c1ccccn1 | -3.1% | 9.4%[46.1 µM] | -17.8% | -0.9% | 8.3% | -2.9% | -2.8% | -1.2%
CCOC(=O)c1c(-c2ccc(F)cc2)csc1/N=C/N(C)C | -0.9% | -2.0% | 8.0% | 4.5% | 3.3% | 2.1% | -2.0% | -4.0%

(cont.)
SMILES | TexasRed fluor | NPSR antag | GLA spleen mod | Tau fibril FP | CBFb RUNX1 block | TRb-SRC2 inh | Epigenetic derep | Tau fluor counter
CCc1cc2c(cc3c(=O)n(CC(=O)NCCc4ccc(OC)cc4OC)nc(CC)n32)s1 | -23.5% | . | . | -11.6% | . | 0.6% | 0.0% | 1.6%
CCOC(=O)c1c(C)[nH]c(C)c1S(=O)(=O)NCC(=O)NCc1ccccc1C | 0.8% | . | . | -0.6% | . | 0.2% | -4.0% | 11.8%
Cc1ccc(N(CC(=O)NCc2ccncc2)S(C)(=O)=O)cc1 | 4.0% | 2.9%[46.1 µM] | 4.1% | 5.0% | 5.8% | -22.8% | 3.0% | 9.3%
COC(=O)CNC(=O)CSc1nc(N)cc(=O)[nH]1 | 1.4% | -1.4%[46.1 µM] | ? | -6.8% | 1.2% | -9.0% | -4.1% | -2.3%
C=C(C)C(=O)Nc1cccc(C2=NOC3(C2)C[C@H](C(N)=O)N(C(=O)c2ccccc2C(=O)c2ccccc2)C3)c1 (stereo not given in full) | -2.0% | 9.1% | -2.2% | 2.4% | ? | -4.3% | -2.3% | 7.7%
Cc1cc(S(=O)(=O)Nc2cccc(O)c2)c(C)s1 | -0.7% | -11.0%[46.1 µM] | -0.9% | 3.9% | -1.7% | 3.9% | -2.2% | -2.8%
CCN(CC)c1ccc2oc(=O)c(C)nc2c1 | 17.9% | -23.4%[46.1 µM] | -4.0% | 12.6µM* | ? | -14.0% | 1.6% | 12.6µM*[quencher]
CCN(CC)C(=O)CSc1ncnc2c1cnn2-c1ccccc1 | -3.3% | -2.6%[46.1 µM] | 7.2% | 2.1% | 14.7% | 0.9% | -1.0% | -4.1%
CCCCc1c(O)nc2n(c1=O)CCS2 | -0.6% | -4.3%[46.1 µM] | 4.9% | 6.3% | 5.3% | -16.9% | -1.1% | 4.1%
O=C(O)CCCC(=O)N1N=C(c2ccccc2)CC1c1cccs1 (stereo not given) | -0.4% | -18.3% | -1.1% | 7.5% | 3.3% | 6.4% | 9.0% | -5.2%
Cc1sc2ncnc(SCC(=O)N(C(C)C)C(C)C)c2c1C | -1.9% | -24.0% | 11.0% | 4.4% | -3.4% | -1.7% | -1.5% | 5.3%
CCCC(C)C(=O)Nc1ccncc1 (stereo not given) | 1.3% | 5.6%[46.1 µM] | 11.9% | 1.9% | -2.4% | 1.1% | -0.8% | 3.1%
Cc1cccc(OC(=O)c2snnc2C)c1 | 3.6% | . | . | 3.9% | . | -5.5% | -3.2% | -6.3%
COC(=O)c1sc(NC(=O)COc2ccc(C)cc2)nc1C | 1.3% | -11.0%[46.1 µM] | -3.2% | 1.2% | 1.5% | 8.8% | 2.8% | -16.9%
O=C(Cc1cccc(C(F)(F)F)c1)Nc1ccccc1 | -1.7% | 11.1% | -3.9% | ? | 11.9% | 8.6% | 1.1% | -13.1%
COC(=O)c1cccnc1-n1c(=O)c2cccnc2n(Cc2cccc([N+](=O)[O-])c2)c1=O | -1.0% | -7.2% | 4.6% | -2.6% | -1.6% | -0.2% | -4.7% | -8.0%
Clc1ccccc1COc1ccc(/C=N/n2cnnc2)cc1 | 1.0% | 6.8% | -6.6% | -6.3% | 3.9% | -1.4% | 1.1% | -8.3%
CCc1c(C)sc2c1CCN(C(=O)Nc1ccccc1Cl)C2c1ccc(OC)cc1 (stereo not given) | -0.6% | . | . | -8.4% | . | 5.0% | -0.9% | -4.5%
CON/C=C(\C=Nc1ccc(Cl)cc1Cl)c1ncc(C(F)(F)F)cc1Cl | -0.2% | -2.0%[46.1 µM] | 2.9% | -6.5% | 17.2% | -18.3% | 0.0% | -16.6%

Single records, as listed above.
Cc1cccc(OC(=O)c2snnc2C)c1 as listed: TexasRed fluor: 3.6%; NPSR antag: .; GLA spleen mod: .; Tau fibril FP: 3.9%; CBFb RUNX1 block: .; TRb-SRC2 inh: -5.5%; Epigenetic derep: -3.2%; Tau fluor counter: -6.3%
CCCC(C)C(=O)Nc1ccncc1 (stereo not given) as listed: TexasRed fluor: 1.3%; NPSR antag: 5.6%[46.1 µM]; GLA spleen mod: 11.9%; Tau fibril FP: 1.9%; CBFb RUNX1 block: -2.4%; TRb-SRC2 inh: 1.1%; Epigenetic derep: -0.8%; Tau fluor counter: 3.1%
C=C(C)C(=O)Nc1cccc(C2=NOC3(C2)C[C@H](C(N)=O)N(C(=O)c2ccccc2C(=O)c2ccccc2)C3)c1 (stereo not given in full) as listed: TexasRed fluor: -2.0%; NPSR antag: 9.1%; GLA spleen mod: -2.2%; Tau fibril FP: 2.4%; CBFb RUNX1 block: ?; TRb-SRC2 inh: -4.3%; Epigenetic derep: -2.3%; Tau fluor counter: 7.7%

Screening data as filed in PubChem.
